STAT3 act = increases IL-6 driven STAT3 reporter signal; U3A cells, IL-6 STAT3-luciferase reporter, luminescence; 100% = signal with IL-6 EC80 alone; activation (% of control), % at 5.6 µM; 190,000 tested, 0.91% active; AID 871;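 active means activation above the screen-wide mean of compound activation plus 3 SD, cut at about 130% in these data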;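 further: 0% = background luminescence of wells with medium and substrate only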
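System – human U3A cells carrying STAT3-luciferase construct · Probe or stimulus – Interleukin-6, 33 ng/mL · Schedule – compound 1 h, then IL-6 6 h at 37 °C · Signal – luminescence from STAT3-driven luciferase reporter · Evaluation – percent of IL-6-only median luminescence · Benchmarks – IL-6-only high control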
PPARg SRC-2 ag = promotes SRC-2 coactivator recruitment by human PPARgamma; P37231; PPARgamma LBD-SRC-2 recruitment, biochemical; activation, % at 8 µM; 200,000 tested, 0.34% active; in the data active means activation above about 22%;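 further: 0% = vehicle and 100% = reference agonist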
Target sequence (P37231 whole entry, looked up, the tested form may be a part): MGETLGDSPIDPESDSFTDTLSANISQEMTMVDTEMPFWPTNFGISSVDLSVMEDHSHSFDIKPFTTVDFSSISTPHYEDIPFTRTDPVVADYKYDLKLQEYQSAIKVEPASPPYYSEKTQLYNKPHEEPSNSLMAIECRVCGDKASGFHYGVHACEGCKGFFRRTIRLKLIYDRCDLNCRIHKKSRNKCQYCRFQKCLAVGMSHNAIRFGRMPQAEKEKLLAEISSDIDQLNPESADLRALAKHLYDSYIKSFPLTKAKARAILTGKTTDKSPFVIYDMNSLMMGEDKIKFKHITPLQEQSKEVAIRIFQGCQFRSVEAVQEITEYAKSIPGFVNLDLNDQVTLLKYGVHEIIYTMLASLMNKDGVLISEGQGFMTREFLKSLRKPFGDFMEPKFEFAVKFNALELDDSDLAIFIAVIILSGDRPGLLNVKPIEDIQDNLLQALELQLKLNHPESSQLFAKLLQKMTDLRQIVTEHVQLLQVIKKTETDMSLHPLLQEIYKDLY
bIAP activator = intestinal alkaline phosphatase (bovine) activation; purified bovine IAP, CDP-star luminescence, 30 min; stronger effect = higher value; fold of DMSO-control signal, blank-subtracted; activation factor at 20 µM; 200,000 tested, 0.17% active; AID 1016;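 active means activation factor of 2 or more at 20 µM, a signal rise over negative controls twice the positive control's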
PPARg SRC-1 ag = PPARgamma-driven SRC-1 recruitment agonism; activation, % at 8 µM; PPARgamma-SRC-1 coactivator recruitment biochemical assay; 200,000 tested, 0.41% active; in the data active means activation above about 19%;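 further: 0% = DMSO and 100% = reference agonist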
PPARg SRC3 recr = PPARgamma-driven SRC-3 recruitment agonism; P37231; biochemical PPARgamma/SRC-3 coactivator recruitment assay; activation, % at 8 µM; 200,000 tested, 0.26% active; AID 731; in the data active means activation above about 23%;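 further: 0% = DMSO and 100% = reference agonist; some compounds past the cut are filed as inactive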
ROMK primary = human ROMK K+ channel modulation, primary screen | AID 1918 | Tet-inducible ROMK, thallium flux fluorescence; actives lie on both sides | B-score at 10 µM | 130,000 tested, 2% active | P48048;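 active means signal ratio slope over the read window, or its plate-corrected B-score, at least 3 SD from the plate mean, either direction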;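 further: B-score of the F/F0 ratio slope over 7 to 12 s after thallium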
bIAP inhibitor = blocks bovine intestinal alkaline phosphatase activity; purified bovine IAP, CDP-star luminescence, 30 min; inhibition, % at 20 µM; 190,000 tested, under 10 active; AID 1019;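 active means over 50% inhibition of intestinal alkaline phosphatase at 20 µM in the single-dose screen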
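Assay system – bovine IAP enzyme · Quantity – bovine IAP at 1/65,000,000 final dilution · Detection – CDP-star luminescence signal · Times – 30 min reaction at room temperature · Also added – CDP-star substrate at 30 µM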
TNAP act hiacc = activators of human TNAP at high phosphate acceptor concentration; purified TNAP, CDP-star luminescence, 1 M DEA, 30 min; stronger effect = higher value; 0 = EDTA background, 1 = DMSO-only activity; 200,000 tested, under 10 active; P05186; activation factor at 20 µM;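 active means activation factor at least 2 at 20 µM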
Target sequence (P05186 whole entry, looked up): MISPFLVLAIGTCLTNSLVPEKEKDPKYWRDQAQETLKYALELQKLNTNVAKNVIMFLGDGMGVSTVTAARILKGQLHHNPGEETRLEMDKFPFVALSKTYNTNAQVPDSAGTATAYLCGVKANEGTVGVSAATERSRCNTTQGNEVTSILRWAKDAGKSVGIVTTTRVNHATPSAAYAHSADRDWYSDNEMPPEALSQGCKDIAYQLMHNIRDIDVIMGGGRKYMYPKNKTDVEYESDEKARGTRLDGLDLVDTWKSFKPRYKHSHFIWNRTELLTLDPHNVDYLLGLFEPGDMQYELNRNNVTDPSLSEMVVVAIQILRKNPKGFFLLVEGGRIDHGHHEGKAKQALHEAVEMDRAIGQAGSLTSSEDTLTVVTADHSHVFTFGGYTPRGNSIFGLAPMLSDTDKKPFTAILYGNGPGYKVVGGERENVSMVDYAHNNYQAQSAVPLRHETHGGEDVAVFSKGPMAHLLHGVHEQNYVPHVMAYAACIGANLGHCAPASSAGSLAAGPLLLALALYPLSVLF
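Test system – human TNAP · Doses – 20 µM single point · Incubation – 30 min, room temperature · Signal – luminescent substrate turnover signal · Read-out basis – activation factor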
STAT3 blocker = inhibitors of IL-6 induced STAT3 signaling; 190,000 tested, 0.89% active; AID 862; inhibition, % at 5.5 µM; U3A cells, IL-6 STAT3-luciferase reporter, luminescence; host cell line lacks STAT1;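 active means inhibition above the mean inhibition across all screened compounds plus 3 SD, cut at about 44% in these data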;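 further: 0% = DMSO only wells and 100% = 100 µM nifuroxazide control wells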
SRC2 TRFRET art = flags TR-FRET format artefacts in PPARgamma SRC-2 recruitment agonist screen; 200,000 tested, 0.4% active; TR-FRET ratio at 8 µM; TR-FRET artefact counter-screen; stronger effect = higher value; AID 1049; in the data active means TR-FRET ratio above about 2000; further: inactives centre near 1500
STAT1 blocker = inhibitors of IFN-gamma induced STAT1 signaling; NIH 3T3 STAT1-luciferase reporter, luminescence; inhibition, % at 5.5 µM; 200,000 tested, 0.35% active; AID 920;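 active means inhibition above a set limit, the mean inhibition across all tested compounds plus 3 SD, cut at about 34% in these data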;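 further: 0% = IFN-gamma with DMSO and 100% = IFN-gamma with 300 µM nifuroxazide; values of inactives mirror those of a sister screen read the other way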
* marks the source's active call; other numbers are inactive results; . = not tested or not shown. Hits appear at their usual frequency. Share with any hit: about 3.7%.

SMILES | STAT3 act | PPARg SRC-2 ag | bIAP activator | PPARg SRC-1 ag | PPARg SRC3 recr | ROMK primary | bIAP inhibitor | TNAP act hiacc | STAT3 blocker | SRC2 TRFRET art | STAT1 blocker
Cc1ccc(OCCOCCn2cnc3ccccc3c2=O)c([N+](=O)[O-])c1 | 104 | 0 | 1 | 3 | -3 | 1.7 | 1 | 1 | -7 | 1489 | -12
CC1(C)CC2(CCCN3C(=O)CSC32)CCS1 (stereo unspecified) | 97 | -1 | 0.9 | 1 | -5 | . | 10 | 1.1 | 4 | 1365 | 5
Cc1cccc(N2C(=O)N(c3ccccc3C)C3CS(=O)(=O)CC32)c1 (stereo unspecified) | 96 | 8 | 0.9 | 5 | 7 | . | 7 | 0.9 | 4 | 1594 | 7
Cc1ccccc1NC(=O)CC1SC(=O)N(c2ccccc2)C1=O (stereo unspecified) | 106 | 4 | 0.8 | -1 | 1 | 0.45 | 20 | 1 | -11 | 1368 | 8
Cc1nn(Cc2c(F)c(F)c(F)c(F)c2F)c(C)c1NC(=O)c1c([N+](=O)[O-])cnn1C | 96 | 7 | 0.8 | 0 | -1 | 0.003 | 20 | 1 | 11 | 1658 | 2
Cc1cc(=O)n(-c2ccc(Cl)cc2)c(=O)[nH]1 | 94 | 2 | 0.9 | -2 | -1 | 0.72 | 7 | 1 | 10 | 1479 | -4
CCOC(=O)c1nnn(-c2nonc2N)c1CS(=O)(=O)c1ccccc1 | 88 | -5 | 1.1 | 8 | 9 | . | -5 | 1 | 18 | 1630 | 9
COc1ccc2nc(NC(=O)CSc3nnnn3C)sc2c1 | 94 | 3 | 1.1 | 2 | 8 | -0.29 | -5 | 1 | 11 | 1634 | -47
O=C(C1=C[C@H](c2ccc(Br)cc2)C[C@H](OCCCCO)O1)N1CCN(Cc2ccc3c(c2)OCO3)CC1 | . | -7 | 1.1 | -3 | -7 | . | -9 | 1.1 | . | 1342 | 13
CCCN1C(=O)N(C)C(N(O)C(=O)NC)C1(C)C (stereo unspecified) | 102 | -5 | 1 | 3 | -12 | . | -3 | 1 | 2 | 1623 | 6
Cc1cccc(NC(=O)CN2C(=O)N/C(=C\c3ccc(N4CCOCC4)cc3)C2=O)c1 | 114 | 11 | 1 | 8 | 10 | . | 4 | 1 | -14 | 1713 | -22
OCc1nnn(-c2cccc(C(F)(F)F)c2)c1CO | 106 | 2 | 1 | 3 | -3 | . | 4 | 1 | -4 | 1688 | 3
Cc1nnc(-n2ncc(C#N)c2N)c2nn(-c3cccc(Cl)c3)c(C)c12 | 103 | -3 | 0.9 | 0 | -16 | 0.12 | 8 | 1 | -1 | 1526 | 5
O=C(CSc1nc2ccccc2o1)c1ccccc1 | 94 | 0 | 0.9 | -6 | -8 | 0.062 | 8 | 1 | 10 | 1337 | -17
Cc1ccc(C2CC(=O)C=C(Nc3ccc(Cl)cc3)C2)cc1 (stereo unspecified) | 99 | -4 | 0.9 | 7 | 1 | -0.0082 | 9 | 1 | -2 | 1377 | 8
Cc1cccc(Nc2nc(N)c(C#N)c(CC#N)c2C#N)c1 | 100 | 1 | 1 | 12 | 7 | 0.17 | -2 | 1 | 4 | 1567 | 0
COCC(C)N1CC(O)=C(c2nc(-c3ccc(Cl)cc3)cs2)C1=N (stereo unspecified) | 83 | -11 | 0.9 | 0 | 0 | -0.88 | 6 | 1.1 | 27 | 1424 | -12
c1coc(-c2nnc(-c3ccc4c(c3)OCO4)o2)c1 | 82 | -8 | 0.9 | -2 | -2 | . | 9 | 1.1 | 24 | 1434 | -36
Cc1cc(C)c(C)c(S(=O)(=O)N2CCN(Cc3nc4ccccc4[nH]3)CC2)c1C | 120 | -8 | 1.1 | -1 | -3 | . | -14 | 1 | -22 | 1431 | 10
O=C(CSc1ccc2ccccc2c1)NCc1cccs1 | 89 | -1 | 1 | -1 | 8 | . | 4 | 1 | 12 | 1483 | -2
Cc1sc(NC(=O)CSc2nnc(CCNC(=O)c3cccs3)n2C)nc1-c1ccccc1 | 100 | -5 | 1.1 | -2 | 6 | . | -14 | 1.1 | 4 | 1398 | -3
CCOC(=O)C1(CCOC)CCN(Cc2ccccc2-c2ccco2)CC1 | 116 | -3 | 1 | -3 | 1 | 0.16 | 1 | 1.1 | -5 | 1710 | 0
Cn1c(=O)n(C)c2cc([N+](=O)[O-])c(N3CCN(S(=O)(=O)c4ccc5ccccc5c4)CC3)cc21 | 99 | 2 | 0.9 | 1 | -4 | . | 8 | 1 | 8 | 1349 | -1
Cc1ccc2c(c1)C(c1ccccc1)N(C(=O)c1cc3ccccc3oc1=O)CC(=O)N2 (stereo unspecified) | 117 | -5 | 0.9 | 4 | 1 | 1.3 | 9 | 1.1 | -20 | 1456 | -5
COc1ccc(OCCn2cc(/C=C(\C#N)C(=O)NCc3ccco3)c3ccccc32)cc1 | 110 | 10 | 1 | 5 | 7 | 0.17 | 5 | 1 | -14 | 1550 | -4

An excerpt from further up:
SMILES | STAT3 act | PPARg SRC-2 ag | bIAP activator | PPARg SRC-1 ag | PPARg SRC3 recr | ROMK primary | bIAP inhibitor | TNAP act hiacc | STAT3 blocker | SRC2 TRFRET art | STAT1 blocker
Cc1cccc(N2C(=O)N(c3ccccc3C)C3CS(=O)(=O)CC32)c1 (stereo unspecified) | 96 | 8 | 0.9 | 5 | 7 | . | 7 | 0.9 | 4 | 1594 | 7
Cc1ccccc1NC(=O)CC1SC(=O)N(c2ccccc2)C1=O (stereo unspecified) | 106 | 4 | 0.8 | -1 | 1 | 0.45 | 20 | 1 | -11 | 1368 | 8
Cc1nn(Cc2c(F)c(F)c(F)c(F)c2F)c(C)c1NC(=O)c1c([N+](=O)[O-])cnn1C | 96 | 7 | 0.8 | 0 | -1 | 0.003 | 20 | 1 | 11 | 1658 | 2
Cc1cc(=O)n(-c2ccc(Cl)cc2)c(=O)[nH]1 | 94 | 2 | 0.9 | -2 | -1 | 0.72 | 7 | 1 | 10 | 1479 | -4
CCOC(=O)c1nnn(-c2nonc2N)c1CS(=O)(=O)c1ccccc1 | 88 | -5 | 1.1 | 8 | 9 | . | -5 | 1 | 18 | 1630 | 9
COc1ccc2nc(NC(=O)CSc3nnnn3C)sc2c1 | 94 | 3 | 1.1 | 2 | 8 | -0.29 | -5 | 1 | 11 | 1634 | -47
O=C(C1=C[C@H](c2ccc(Br)cc2)C[C@H](OCCCCO)O1)N1CCN(Cc2ccc3c(c2)OCO3)CC1 | . | -7 | 1.1 | -3 | -7 | . | -9 | 1.1 | . | 1342 | 13
CCCN1C(=O)N(C)C(N(O)C(=O)NC)C1(C)C (stereo unspecified) | 102 | -5 | 1 | 3 | -12 | . | -3 | 1 | 2 | 1623 | 6
Cc1cccc(NC(=O)CN2C(=O)N/C(=C\c3ccc(N4CCOCC4)cc3)C2=O)c1 | 114 | 11 | 1 | 8 | 10 | . | 4 | 1 | -14 | 1713 | -22

New compounds follow:
SMILES | STAT3 act | PPARg SRC-2 ag | bIAP activator | PPARg SRC-1 ag | PPARg SRC3 recr | ROMK primary | bIAP inhibitor | TNAP act hiacc | STAT3 blocker | SRC2 TRFRET art | STAT1 blocker
CCN1CCN(S(=O)(=O)c2ccc(Cl)c(C(=O)Nc3nnc(CC(C)C)s3)c2)CC1 | 86 | 1 | 0.9 | 8 | 7 | . | 9 | 1.1 | 20 | 1530 | 1
Cc1c(C)n2c3c(cccc13)CC2 | 103 | 2 | 1.1 | -8 | -2 | -0.49 | -6 | 1 | 6 | 1524 | 1
CC(C)CC(NC(N)=O)C(=O)Nc1ccc(Oc2ccccc2)cc1 (stereo unspecified) | 104 | 9 | 1.2 | 6 | 2 | 1.2 | -17 | 1 | 4 | 1587 | -5
Cc1cc(C2=NNC(=NC3CCCCC3)SC2)c(C)n1-c1c(C)n(C)n(-c2ccccc2)c1=O | 111 | -1 | 1 | -2 | 3 | . | -4 | 1 | -13 | 1493 | 2
C=CCNC(=O)c1onc(CSc2cccc3ccccc23)c1C(=O)O | 104 | 3 | 1 | -14 | 8 | . | 3 | 1 | -4 | 1717 | -3
Cn1c(=O)[nH]c(=O)c2c1nc(CN1CCOCC1)n2CCc1ccccc1 | 105 | 0 | 1.1 | -1 | 3 | 1.5 | -10 | 1 | -2 | 1383 | 1
COC(=O)c1ccccc1NC(=O)C1CCN(S(=O)(=O)c2cc(OC)ccc2OC)CC1 | 101 | 3 | 0.9 | 1 | 10 | 2.3* | 5 | 1.1 | 0 | 1717 | 4
Cc1ccc(NC(=O)CSc2nnc3ccccn23)cc1S(=O)(=O)N1CCOCC1 | 102 | 3 | 1 | 10 | 6 | 0.69 | -2 | 1 | 6 | 1508 | 0
O=C(NCCO)NC(=S)c1ccccc1 | 112 | 4 | 0.9 | -4 | -9 | 0.12 | 12 | 1.1 | -15 | 1449 | -5
CN(C)c1ccc(/C=N\S(=O)(=O)c2ccccc2)cc1 | 108 | 7 | 1 | 8 | 1 | 0.72 | 0 | 1 | -12 | 1730 | 1
COC(=O)CN1C(=S)N(c2ccc(OC)cc2)C(=O)/C1=C/c1ccc(OC)cc1 | 92 | 14 | 1.1 | 9 | 4 | -0.17 | -6 | 1 | 15 | 1571 | -4
COc1ccc(-c2nnc(SCC(=O)c3cccs3)o2)cc1 | 118 | 6 | 0.9 | 5 | 8 | -0.42 | 9 | 1 | -17 | 1598 | -35
COc1ccc([N+](=O)[O-])cc1/C=N/Nc1nc(N2CCCCC2)nc(N2CCCCC2)n1 | 106 | 7 | 0.9 | 8 | 10 | -0.12 | 6 | 1.1 | -2 | 1739 | -4
Cc1ccc(S(=O)(=O)n2nc(-c3cccnc3)nc2N)cc1 | 100 | 10 | 0.9 | -1 | -3 | . | 8 | 1.1 | 6 | 1497 | 7
CN1CCN(C(N)=NC(=O)c2ccccc2)CC1 | 102 | 1 | 1 | 11 | 5 | . | -2 | 1 | 0 | 1480 | -1
CC1CN(C(=O)C2CCCN2S(=O)(=O)c2ccc(Cl)cc2)CC(C)O1 (stereo unspecified) | 91 | 5 | 1 | 4 | -4 | 0.43 | -1 | 1 | 14 | 1526 | 13
CCOC(=O)c1[nH]c(=O)[nH]c1CSc1ccccn1 | 105 | 2 | 0.9 | 6 | 2 | -0.49 | 11 | 1 | -6 | 1376 | 13
Cc1ccc(CSc2sc(C(=O)c3ccccc3)c(N)c2C#N)cc1 | 104 | 2 | 0.7 | 1 | -3 | . | 32 | 1.1 | -3 | 1390 | -1
Cn1nnnc1SCCNC/C=C/c1ccccc1 | 97 | -3 | 1 | -4 | -10 | . | 2 | 1 | 8 | 1362 | -5
O=S(=O)(Nc1cccnc1)c1ccc2c(c1)OCCO2 | 101 | 2 | 0.9 | -7 | -7 | . | 10 | 1 | 1 | 1475 | 9
CCc1cccc(NC(=O)Cn2ncn3c(cc4ccccc43)c2=O)c1 | 106 | 1 | 1.1 | -1 | 10 | -0.058 | -5 | 1 | -2 | 1499 | 1

Assay outcomes (PubChem)
